Screening data deposited in PubChem by National Center for Advancing Translational Sciences (NCATS).
KB-3-1 cytotox: qHTS assay for MDR1-selective chemotherapeutics: Primary screen using the parental adenocarcinoma cell KB-3-1. KB-3-1 viability, CellTiter-Glo ATP luminescence, 72 h. Potency, µM (doses to about 46.1 µM), without a hit: at the highest dose activity change, negative = cytotoxic, usual class: cytotoxic. actives 1.4% (n = 400,000); also: potency is read from the fitted curve at half-maximal effect; % is scaled to controls: 0 for no effect and ±100 for the full control effect; nearly all actives have a fitted effect of over 60% in size
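Here the drug-naive KB-3-1 line serves as comparator for MDR sub-line selectivity; cells received compound titrations, 72 h at 37 °C, then CellTiter-Glo readout.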
GLP1R cytotox: qHTS of GLP-1 Receptor Inverse Agonists: Cytotox Screen; HEK293 cAMP-luciferase reporter cells, luminescence, 24 h; Potency, µM (top dose mostly 38.3 µM), for inactives: top-dose activity change, negative = inhibition, usual class: inhibitors; actives 0.13% (n = 410,000);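 also: loss of luciferase light is scored as toxicity; potency is read from the fitted curve at half-maximal effect; % is scaled to controls: 0 for no effect and ±100 for the full control effect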
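Compound-treated cells are incubated 24 hr at 37 deg C under 5% CO2 after a 12 hour attachment period, then luciferase detection reagent is added and luminescence is measured following 12 min at room temperature; lowered signal indicates toxicity.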
DRD3 agonist: qHTS of D3 Dopamine Receptor Agonist: qHTS. D3R DiscoveRx beta-arrestin cells, luminescence, 90 min. D(3) dopamine receptor (Homo sapiens), P35462. actives 0.58% (n = 410,000). max activation, %. AID 652048, 2013; in the data active = max activation above about 30%; also: 0% is about no effect; mostly tested at two doses, the higher about 12 µM
Target sequence (P35462 whole entry, looked up): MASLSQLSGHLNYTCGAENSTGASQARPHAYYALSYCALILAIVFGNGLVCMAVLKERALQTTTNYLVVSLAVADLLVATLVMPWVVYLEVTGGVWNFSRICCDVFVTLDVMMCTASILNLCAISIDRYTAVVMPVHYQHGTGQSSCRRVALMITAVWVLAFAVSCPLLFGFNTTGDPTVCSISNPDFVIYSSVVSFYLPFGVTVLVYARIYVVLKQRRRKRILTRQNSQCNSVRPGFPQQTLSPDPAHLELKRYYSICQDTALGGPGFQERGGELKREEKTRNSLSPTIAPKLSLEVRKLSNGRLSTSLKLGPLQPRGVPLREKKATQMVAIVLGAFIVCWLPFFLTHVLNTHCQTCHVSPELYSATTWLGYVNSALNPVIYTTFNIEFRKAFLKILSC
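Cells at 1500/well, incubated overnight, then treated with pinned compounds (dopamine as control) for 90 min at 37 degrees C. DiscoveRx reagent added for 30 - 60 minutes at room temperature; luminescence read.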
HT1080-NT tox: qHTS for induction of synthetic lethality in tumor cells producing 2HG: qHTS for the HT-1080-NT fibrosarcoma cell line. HT-1080-NT fibrosarcoma viability, CellTiter-Glo ATP luminescence, 48 h. Potency, µM (top dose mostly 46.1 µM), inactives show top-dose activity, negative = less viability, hits mostly cytotoxic. actives 1.6% (n = 360,000). AID 686970, 2013;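 also: NT is the 2HG producing partner of a matched IDH1 knockdown line; potency is read from the fitted curve at half-maximal effect; 0% = DMSO-treated cells and -100% = media-only wells without cells; nearly all actives have a fitted effect of over 55% in size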
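Luminescent CellTiter-Glo readout after 48 hours of compound exposure at 37 degrees C defined viability of HT-1080-NT cells. Activity was normalized to DMSO wells and cell-free media wells; concentration-response curves were fitted and assigned curve classes.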
KB-V1 MDR tox: qHTS assay for MDR1-selective chemotherapeutics: Primary screen using the drug-selected MDR subline cells KB-V1; Potency, µM (titrated, usually from 46.1 µM), for inactives: at the highest dose activity change, negative = cytotoxicity, hits mostly cytotoxic; KB-V1 MDR cells viability, CellTiter-Glo, 72 h; actives 3.4% (n = 400,000); also: potency is read from the fitted curve at half-maximal effect; % is scaled to controls: 0 for no effect and ±100 for the full control effect; nearly all actives have a fitted effect of over 60% in size
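Potencies derive from concentration-effect curves fitted to normalized luminescence (CellTiter-Glo) of KB-V1 cells treated for 72 h at 37 degrees C in phenol-red-free DMEM containing 10% FBS.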
SW480 rereplic: A quantitative high throughput screen for small molecules that induce DNA re-replication in SW480 colon adenocarcinoma cells; SW480 DNA re-replication, Hoechst DNA content imaging, 48 h; Potency, µM (titrated, usually from 46.1 µM), without a hit: top-dose re-replication activation, most hits filed as activators; actives 1.8% (n = 340,000); AID 624297, 2012; also: potency is read from the fitted curve at half-maximal effect; % of control where 0% means no effect; nearly all actives have a fitted effect of over 55% in size
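Readout is total intensity of Hoechst-stained nuclei, excited at 405 nm and collected at 500-530 nm. Compound treatment lasted 48 hr at 37 C in 5% CO2 before staining.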
MCF10A rerep: A quantitative high throughput screen for small molecules that induce DNA re-replication in MCF 10a normal breast cells; actives 2.9% (n = 350,000); Potency, µM (highest dose often 46.1 µM), inactives show at the top dose activity, positive = re-replication, most hits filed as activators; MCF 10A DNA re-replication, Hoechst nuclear intensity, 48 h; also: potency is read from the fitted curve at half-maximal effect; % of control where 0% means no effect; nearly all actives have a fitted effect of over 50% in size
IL1B secr inh: qHTS for Inhibitors of Inflammasome Signaling: IL-1-beta AlphaLISA Primary Screen. THP-1 LPS/ATP IL-1B secretion, AlphaLISA, 16 h; active compounds read low. activity change, % at 57.5 µM. actives 4.7% (n = 360,000). AID 743279, 2014; in the data active = activity change below about -50%; inconclusive = mostly about -30% to -49%; also: % is scaled to controls: 0 for no effect and ±100 for the full control effect
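Secreted IL-1B measured by AlphaLISA bead assay after 16 h compound exposure of THP-1 cells; compounds (final up to 57.5 uM) added 1 h before LPS (250 ng/mL) and ATP (1.25 mM) stimulation; lower signal means less secretion.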
HT1080 IDH1KD tx: qHTS for induction of synthetic lethality in tumor cells producing 2HG: qHTS for the HT-1080-IDH1KD cell line; actives 2% (n = 360,000); HT-1080 IDH1 knockdown viability, ATP luminescence, 48 h; Potency, µM (highest dose often 46.1 µM), for inactives: at the highest dose activity, negative = toxicity, most hits filed as cytotoxic;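 also: potency is read from the fitted curve at half-maximal effect; 0% = DMSO wells and -100% = cell-free medium wells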
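HT-1080-IDH1KD cells (IDH1 knocked down), 750/well in RPMI with 5% FBS, treated with compound 48 h at 37 degrees C. Viability by CellTiter-Glo luminescence, normalised to DMSO and no-cell wells; concentration-response curves classed.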
Numbers without * were called inactive; i = inactive; ? = inconclusive; . = not tested or not shown; [ ] = another dose, or the depositor's remark. Unless noted, calls follow the shape of the dose curve; as a rule, active = well fitted curve in the direction sought with a large enough effect; inconclusive = small, poorly fitted or top-dose-only effect, or another doubt; inactive = no such curve, though single readings can be large; an effect the other way counts as inactive or inconclusive. Not a hit list; overall some 11% were active at least once.

The first 3 records as a preview:
SMILES	KB-3-1 cytotox	GLP1R cytotox	DRD3 agonist	HT1080-NT tox	KB-V1 MDR tox	SW480 rereplic	MCF10A rerep	IL1B secr inh	HT1080 IDH1KD tx
O=S(=O)(NCc1ccccn1)c1ccc2c(c1)OCCO2	-1%	-3%	0	10%	1%	2%	13%	25	7%
COc1cc(NC(=O)c2ccc(Cl)cc2Cl)ccc1NC(=O)c1cccs1	-1%	-5%	6	?	6%	?	15%	-9	10%
COc1cc(/C=C/C(=O)OCC(=O)NCc2ccco2)ccc1OCC#N	-4%	-8%	7	-8%	8%	12%	-2%	14	-15%

This part in full (from the top)
SMILES	KB-3-1 cytotox	GLP1R cytotox	DRD3 agonist	HT1080-NT tox	KB-V1 MDR tox	SW480 rereplic	MCF10A rerep	IL1B secr inh	HT1080 IDH1KD tx
O=S(=O)(NCc1ccccn1)c1ccc2c(c1)OCCO2	-1%	-3%	0	10%	1%	2%	13%	25	7%
COc1cc(NC(=O)c2ccc(Cl)cc2Cl)ccc1NC(=O)c1cccs1	-1%	-5%	6	?	6%	?	15%	-9	10%
COc1cc(/C=C/C(=O)OCC(=O)NCc2ccco2)ccc1OCC#N	-4%	-8%	7	-8%	8%	12%	-2%	14	-15%
COc1ccc(C)cc1S(=O)(=O)N(C)CC(=O)NCc1ccccn1	-3%	-1%	2	10%	-5%	-1%	1%	8	6%
O=C(c1ccco1)N1CCN(CCCCN2C(=O)c3ccccc3C2=O)CC1	-9%	1%	57*	?	3%	?	-22%	-69*	0%
CCC(C(=O)NC1CCCCC1)N(CC1CCCO1)C(=O)CNS(=O)(=O)c1ccc(OC)cc1 (stereo not given)	-1%	-32%	5	-1%	20%	-2%	-4%	-23	5%
COc1ccc(Cc2nnc(NC(=O)c3ccc(OC)cc3OC)s2)cc1	8%	-23%	-8	-25%	-4%	2%	?	-82*	-28%
N#Cc1c(N)n(-c2ccccc2)c(=O)c2cc([N+](=O)[O-])ccc12	3%	12%	3	7%	?	15%	-32%[inhibitor]	4	13%
CC1CN(C(=S)Nc2ccccc2C(F)(F)F)CC(C)O1 (stereo not given)	-4%	0%	3	-2%	?	-3%	0%	i	-1%
CCOc1ccc(-c2nonc2NC(=O)COc2ccccc2)cc1	4%	-5%	-1	.	0%	.	.	.	.
CCOC(=O)C1=CCN(S(=O)(=O)c2ccc(F)cc2)C1c1ccc(Cl)c(Cl)c1 (stereo not given)	-18%	-11%	-6	?	?	.	.	-12	?
CC(C)Sc1nc2ccccc2n2cnnc12	-4%	13%	2	15%	-8%	0%	-1%	17	7%
O=C(COc1ccccc1Cl)Nc1ccc2oc(=O)ccc2c1	9%	-1%	1	-20%	14%	-8%	-2%	-6	-6%
CCOC(=O)Nc1ccc([N+](=O)[O-])cc1C	14%	16%	-12	15%	0%	0%	4%	0	19%
COC(=O)c1cc(/C=C/c2ccccc2)[nH]n1	?	-25%	2	19%	0%	-1%	-11%	-14	15%
CCCOC(=O)c1c(NC(=O)C2CCCO2)sc(C(=O)OC)c1C (stereo not given)	-7%	7%	-7	22%	-12%	10%	-1%	-5	13%
CCOc1ccc(C(=O)NCCCN(CC)CC)cc1	-7%	2%	0	0%	-3%	-5%	-4%	10	12%
CCOc1cccc(Oc2ncccc2C(=O)/C(C#N)=C/N(C)C)c1	6%	-2%	6	8%	?	2%	1%	8	17%
O=S1(=O)CCC(n2ncc3c2/C(=C/c2ccccc2)CC3)C1 (stereo not given)	2%	3%	-3	-10%	?	-2%	4%	-6	-8%
CC(C)(C)C(=O)CN1C(=O)NC(c2ccccc2)(c2ccccc2)C1=O	-11%	1%	-10	3%	?	4%	-2%	-4	0%
Cn1c(=O)c2[nH]c(CNCc3ccccc3Cl)nc2n(C)c1=O	-1%	39%[activator]	3	0%	-3%	1%	-2%	-1	6%
CCOC(=O)C1=C(CS(=O)(=O)c2ccccc2)NC(=O)NC1c1ccccc1OC (stereo not given)	-5%	-1%	-9	15%	-6%	2%	-11%	39	11%
COc1ccc(C)cc1N(C)C(=O)CCc1nc(-c2ccccc2F)no1	-16%	3%	2	.	-31%	.	.	.	.
Cc1csc(SCC(=O)Nc2ccc(S(=O)(=O)N3CCCC3)cc2)n1	1%	2%	1	-5%	?	-5%	-7%	5	-12%
CCOC(=O)c1c(N)c2cc([N+](=O)[O-])ccc2n1C	-5%	0%	-2	6%	?	8%	-1%	-18	0%
c1ccc(OCc2nn3c(-c4n[nH]c5c4CCC5)nnc3s2)cc1	0%	18%	7	3%	0%	0%	10%	-11	1%
NC(=O)C1CCN(c2nc(-c3ccc4occc(=O)c4c3)cs2)CC1	10%	.	.	.	-2%	-4%	12%	.	.
COc1ccccc1N(C)S(=O)(=O)c1ccc(C(=O)Nc2nnc(C)s2)cc1	10%	-2%	1	0%	-28%	-7%	14%	-3	-3%
CCCCOC(=O)C(C)Nc1n[nH]c(=O)[nH]c1=O (stereo not given)	12%	-2%	11	5%	2%	-8%	0%	10	-5%[9.24 µM]
Cc1cccc(OCC(=O)OCc2cc(=O)n3nc(-c4cccs4)sc3n2)c1	17%	2%	0	.	37%	.	.	.	.
C[C@@H](NC(=O)[C@@H]1Cc2ccccc2CN1C(=O)OC(C)(C)C)C(=O)NCC1CCCO1 (stereo not given in full)	-19%	-9%	4	0%	2%	5%	-1%	33	2%
Cc1c(Cl)cccc1NC(=O)CN1CCC(NC(=O)C2CCCCC2)CC1	-2%	-1%	0	7%	2%	-3%	22%	-2	9%
CC1(C)Cc2cccc(OCC(=O)Nc3ccccc3F)c2O1	2%	-31%	5	15%	7%	-2%	21%	17	-2%
CCCN(CCC)c1c([N+](=O)[O-])c(=O)oc2ccccc12	9%	23%	-11	0%	-8%	1%	7%	-1	18%
Cn1c(C=O)c(C#CC(C)(C)O)c2ccccc21	3%	-9%	12	4%	4%	-2%	-8%	21	1%
O=S(=O)(c1c(F)cccc1F)C1CCN(S(=O)(=O)c2ccc3c(c2)OCCO3)CC1	6%	.	.	.	-12%	-4%	4%	.	.
O=C(CCc1nc(-c2ccccc2F)no1)Nc1cccc(C(F)(F)F)c1	-31%	-10%	-6	.	?	.	.	.	.
O=C(NCc1ccc(N2CCCC2=O)cc1)c1cn(Cc2ccccc2)nn1	-2%	2%	-4	5%	3%	-4%	-8%	21	6%
Cc1cc(C)cc(NC(=O)C2CCCN(S(=O)(=O)c3cccc4nsnc34)C2)c1 (stereo not given)	-10%	-14%	-15	.	0%	.	.	.	.
COc1cc(C(=O)NCC(c2cccs2)N2CCc3ccccc32)cc(OC)c1OC (stereo not given)	-2%	-2%	6	-17%	-12%	-558%[inhibitor]	5%	?	-15%
Cc1noc(C)c1S(=O)(=O)Nc1c(C)n(C)n(-c2ccccc2)c1=O	3%	2%	1	14%	0%	2%	?	2	4%
Cc1cc(C)c(N2C(=O)C3C4CC(=O)C(c5ccccc54)C3C2=O)c(C)c1 (stereo not given)	4%	2%	-1	1%	5%	5%	8%	5	2%
CCOc1ccc(S(=O)(=O)NCCC(=O)NCc2ccccn2)cc1	10%	-12%	3	3%	18%	-1%	2%	1	3%
CN(CC(=O)NCCc1ccccc1)Cc1ccco1	-2%	1%	-6	0%	28%	-2%	23%	-3	1%
CCOC(=O)c1ccc(C(=O)OCC)c(NC(=S)Nc2ccc([N+](=O)[O-])cc2OC)c1	3%	1%	3	-4%	-2%	2%	8%	25	-9%
NNC(=O)CSc1nnnn1-c1ccccc1	4%	10%	4	-1%	16%	2%	-1%	74	4%
CCOCCCNCc1c(Cl)cccc1Cl	12%	-1%	-6	24%	-3%	1%	10%	-5	12%
CCOC(=O)C1(CCOc2ccccc2)CCN(Cc2ccc(O)cc2)CC1	-10%	-6%	-24	-16%	-17%	?	?	0	-13%
Cc1ccc(C(=O)CNc2ccc(F)cc2)cc1	12%	-10%	-1	22%	13%	6%	?	-10	20%
CCCN1CCN(c2nnc(-n3cccc3C(=O)Nc3cc(Cl)ccc3C)s2)CC1	0%	3%	-14	.	5%	.	.	.	.
Clc1cccc(NC2=NCCC2)c1	8%	6%	-2	23%	3%	-6%	17%	19	15%
Cc1ccc(S(=O)(=O)c2c(COC(=O)c3cccc(Cl)c3)c(-c3ccccc3)nn2C)cc1	?	0%	2	12%	-21%	-8%	11%	-2	15%
COc1ccccc1C1SCCN1S(=O)(=O)c1ccccc1 (stereo not given)	6%	3%	2	1%	0%	.	.	11	2%
COCCn1c(SCC(=O)NNC(=O)c2ccc(OC)c(OC)c2)nc2ccccc2c1=O	13%	-5%	7	-9%	2%	2%	-3%	30	0%
COc1ccc(-c2nnc(SCC(=O)Nc3ccc(C)c(Cl)c3)nc2-c2ccc(OC)c(OC)c2)cc1OC	10%	-15%	-14	.	-11%	.	.	.	.
COc1ccccc1C(=O)NNC(=O)c1csc(N2CCOCC2)n1	2%	2%	2	0%	?	-28%	-4%	10	-1%
O=C(OCC(=O)N1N=C(c2ccc(Cl)cc2)CC1c1ccco1)c1cccnc1 (stereo not given)	-4%	2%	-8	?	0%	14%	?	-26	?
